# AGP1-GFP MLPCN: alters AGP1-GFP fluorescence in TOR pathway yeast screen; S. cerevisiae AGP1-GFP multiplex flow cytometry, 3 h; GFP as percent of DMSO wells; GFP response vs DMSO, % at 10 µM; actives 0.02% (n = 320,000);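 active means GFP response relative to DMSO above a set limit, near screen average plus 3 SD, cut at about 150% in these data; inconclusive means fewer than 70 cells counted for the yeast strain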;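 further: median GFP channel fluorescence of the gated AGP1 strain per well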
# AHR activator: activates the human aryl hydrocarbon receptor. P35869. AHR-responsive luciferase reporter cells, luminescence. activation, % at 5 µM. actives 2.5% (n = 320,000). AID 2796; in the data active means activation above about 47%;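 further: 0% = vehicle wells and 100% = reference agonist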
# CIT2 TOR yeast: yeast TOR pathway CIT2-GFP modulation | S. cerevisiae CIT2-GFP strain, flow cytometry, 3 h; 100 means same as DMSO wells | AID 2029 | actives 0.065% (n = 320,000) | GFP response vs DMSO, % at 10 µM;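 active means GFP response relative to DMSO above a set limit, near the screen mean plus 3 SD, cut at about 150% in these data; inconclusive means Fewer than 70 cells measured for a yeast strain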;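 further: ratio of well median GFP fluorescence to mean of DMSO wells on the plate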
# MEP2 TOR yeast: alters MEP2-GFP fluorescence in TOR pathway yeast screen. actives 0.51% (n = 330,000). GFP response vs DMSO, % at 10 µM. S. cerevisiae MEP2-GFP strain, flow cytometry GFP, 3 h; 100% = DMSO control level;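 active means GFP response versus DMSO above a set limit, roughly screen mean plus 3 SD, cut at about 180% in these data; inconclusive means fewer than 70 cells counted for a yeast strain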;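 further: median GFP fluorescence of the barcode-gated MEP2-GFP cells per well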
# LAP4-GFP MLPCN: yeast TOR pathway LAP4-GFP modulation | S. cerevisiae LAP4-GFP multiplex, flow cytometry GFP, 3 h; median GFP as percent of DMSO wells | GFP response vs DMSO, % at 10 µM | actives 0.34% (n = 320,000);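 active means GFP response vs DMSO above a set limit, about the screen mean plus 3 SD, cut at about 150% in these data; inconclusive means under 70 cell events counted for the yeast strain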
# procasp3 activ: activates human procaspase-3. recombinant procaspase-3 D3A, Ac-DEVD-pNA absorbance 405 nm. actives 0.11% (n = 330,000). activation, % at 8.5 µM;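 active means activation above the mean of all tested compounds plus 3 SD, cut at about 21% in these data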;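 further: 0% = DMSO alone and 100% = DMSO wells spiked with extra 5 µM PC-3 D3A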
# Target sequence (P42574 whole entry D9A/D28A/D175A): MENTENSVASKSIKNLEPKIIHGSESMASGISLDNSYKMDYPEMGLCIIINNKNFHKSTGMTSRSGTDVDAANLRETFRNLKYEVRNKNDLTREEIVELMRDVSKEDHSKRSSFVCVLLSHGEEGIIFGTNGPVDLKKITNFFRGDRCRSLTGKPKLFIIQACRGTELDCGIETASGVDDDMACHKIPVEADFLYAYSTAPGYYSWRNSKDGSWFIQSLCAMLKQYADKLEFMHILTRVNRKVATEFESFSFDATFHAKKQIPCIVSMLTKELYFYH
#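 Test system: Procaspase-3 D3A mutant; medium: Zinc-free HEPES/NaCl buffer with 0.01% Triton X-100 at pH 7.4; reagent: DEVD-pNA substrate; doses: one concentration, 8.5 µM nominal, 0.8% DMSO; times: 1 h preincubation plus 2 h reaction at 25 °C; signal: Epi-absorbance at 405 nm of released p-nitroaniline, 0 and 120 min; replicates: singlicate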
# RPL19A-GFP yeast: yeast TOR pathway RPL19A-GFP modulation; percent response vs DMSO, % at 10 µM; actives 0.3% (n = 330,000); S. cerevisiae RPL19A-GFP strain, flow cytometry, 3 h; active compounds read low;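 active means percent response vs DMSO below 50%; inconclusive means fewer than 70 events counted for the yeast strain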;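 further: median channel GFP fluorescence of the barcoded RPL19A-GFP strain; ratio of sample median GFP to plate DMSO average so 100% = DMSO; lower means less RPL19A-GFP as with rapamycin TOR inhibition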
# proCasp7 act: counter-screen: procaspase-7 (human) activation | activation, % at 8.5 µM | P55210 | actives 0.093% (n = 330,000) | recombinant procaspase-7, Ac-DEVD-pNA absorbance 405 nm; D23A/D198A/D206A triple mutant, cannot self-cleave; scale: DMSO 0, 5 µM enzyme 100;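 active means percent activation above the screen-wide mean plus 3 SD, cut at about 25% in these data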
# Target sequence (P55210 whole entry D23A/D198A/D206A): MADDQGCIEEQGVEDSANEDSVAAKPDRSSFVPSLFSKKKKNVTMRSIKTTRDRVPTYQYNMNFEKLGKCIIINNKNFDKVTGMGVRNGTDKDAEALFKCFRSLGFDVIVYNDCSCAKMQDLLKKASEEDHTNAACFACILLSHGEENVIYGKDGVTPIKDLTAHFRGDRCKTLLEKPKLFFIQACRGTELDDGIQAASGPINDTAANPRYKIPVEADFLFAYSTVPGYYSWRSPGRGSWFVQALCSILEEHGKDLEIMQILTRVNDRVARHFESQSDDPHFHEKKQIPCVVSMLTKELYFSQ
#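 Assay system: Uncleavable procaspase-7 mutant enzyme / Input: 2 µM procaspase-7 mutant as dispensed / Dosing: single nominal 8.5 µM compound dose, 0.8% DMSO final / Timing: 1 h enzyme–compound preincubation and 2 h substrate reaction, both 25 °C / Detection: p-Nitroaniline absorbance at 405 nm, read at 0 and 120 min / Replication: singlicate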
# The depositor's hits bear a star; ? = inconclusive; [ ] = remark or other dose.
SMILES,AGP1-GFP MLPCN,AHR activator,CIT2 TOR yeast,MEP2 TOR yeast,LAP4-GFP MLPCN,procasp3 activ,RPL19A-GFP yeast,proCasp7 act
O=[N+]([O-])c1cccc(CN2CCCCCC2)c1,102,-3,104,103,95,-6,106,-3
CCC(C)(C)c1ccc(OCCCC[n+]2ccccc2)c(C(C)(C)CC)c1,92,-3,96,93,103,5,105,4
CC1SC(c2ccc(Cl)cc2Cl)NC1=O (configuration not stated),98,0,104,96,97,2,100,7
CC[C@]12c3[nH]c4ccccc4c3CCN1C(=O)C(CC(=O)NCc1ccc(OC)c(OC)c1)C[C@@H]2C(=O)N1CCN(C(=O)C2CC2)CC1 (some centres not stated),96,0,92,88,90,7,91,3
CCOC(=O)c1cc(C)nc(Sc2ccc(C)cc2)c1C#N,102,1,106,99,101,-18,97,7
CC(C)(Sc1cc(C(C)(C)C)c(O)c(C(C)(C)C)c1)Sc1cc(C(C)(C)C)c(O)c(C(C)(C)C)c1,96,0,90,97,95,-1,103,-4
NS(=O)(=O)c1ccc(CCNC(=O)C(=O)NCC2OCCN2S(=O)(=O)c2ccc(F)cc2)cc1 (configuration not stated),106,2,112,112,99,-7,103,0
CC(C)(C)c1ccc(C2C3=C(CCCC3=O)NC3=C2C(=O)c2ccccc23)cc1 (configuration not stated),89,3,101,95,97,-5,94,-16
CCOC(=O)C1(CCOc2ccccc2)CCN(Cc2nccn2CC)CC1,104,12,107,105,96,7,105,9
COC(=O)C1=C(C(=O)OC)[C@@H]2N(C)c3ccccc3[C@@]23C[C@@H](C(=O)OC)N=C3N1,76,0,69,100,105,3,96,6
O=C(CSc1nc2ccccc2c(=O)[nH]1)N1CCN(S(=O)(=O)c2ccccc2)CC1,100,2,97,98,97,9,98,-6
Cc1cc(C)c(NC(=O)c2ccccc2N(C)S(C)(=O)=O)c(C)c1,105,1,101,105,99,10,106,11
CCOC(=O)COc1c(OC)cc(Cl)cc1C1Nc2ccccc2C(=O)N1c1ccc(F)cc1 (configuration not stated),82,2,73,93,83,12,112,-4
O=C(Nc1cccnc1Cl)c1noc2c1CCc1ccccc1-2,101,-4,99,100,102,-5,96,3
CCOC(=O)C1CCCN(c2c(NCCCN(CC)c3cccc(C)c3)c(=O)c2=O)C1 (configuration not stated),112,3,104,130,106,-4,104,5
CCOC(=O)Cn1nc(C)c(NC(=O)COc2ccc(OC)cc2)c1C,111,1,107,102,110,13,99,8
Cc1cccc(NC(=O)c2cc(S(=O)(=O)NCc3ccco3)ccc2F)c1C,100,2,98,103,96,14,94,-1
Cc1ccc(C)c(NC(=O)CCC(=O)NNC(=O)C(c2ccccc2)c2ccccc2)c1,107,2,101,109,108,1,101,3
Nc1nc(CSCCO)nc(Nc2ccc(F)cc2)n1,96,2,89,100,100,-8,98,-6
CC(C)NCc1cccc([N+](=O)[O-])c1,107,-3,102,105,102,-5,107,-7
Cc1ccc(-n2c(SCC(=O)N3CCOCC3)nnc2-c2ccncc2)cc1C,101,1,106,107,103,2,106,0
O=C(Cn1cnc2c(NC(=O)OCc3ccccc3)ncnc21)NCCN1CCOCC1,94,0,97,92,91,1,95,17
O=C(Nc1ccc(S(=O)(=O)Nc2nccs2)cc1)c1nn(-c2ccccc2)ccc1=O,91,-3,101,98,93,5,96,2
O=C(NCc1ccccc1Cl)c1ccc(CSc2nc3ccncc3[nH]2)cc1,103,5,98,96,100,-10,98,-4
Cc1c(Br)c([N+](=O)[O-])nn1C(C)C(=O)Nc1c(C)n(C)n(-c2ccccc2)c1=O (configuration not stated),100,-1,99,101,94,-1,94,6
# Next compounds follow.
SMILES,AGP1-GFP MLPCN,AHR activator,CIT2 TOR yeast,MEP2 TOR yeast,LAP4-GFP MLPCN,procasp3 activ,RPL19A-GFP yeast,proCasp7 act
CCCNC(=O)Nc1cc(S(=O)(=O)CC)ccc1O,128,-1,109,106,126,2,102,-3
Cc1ccccc1C(=O)Nc1ccc(S(=O)(=O)N2CC(C)OC(C)C2)cc1 (configuration not stated),105,1,107,107,110,10,101,-7
CN1c2ccccc2-c2nc3ccccc3n2C1c1ccco1 (configuration not stated),87,16,87,90,89,2,92,5
COC(=O)C(C)NC(=O)C1CCCN1C(=O)CNC(=O)OCc1ccccc1 (configuration not stated),97,2,100,108,104,6,107,-2
Cc1cc(C)cc(C(=O)NCC(=O)OCC(=O)NCC(F)(F)F)c1,94,1,93,90,111,8,97,-1
COc1cc(/C=N/Nc2ccc(C)cc2)cc(Br)c1O,99,10,95,104,102,4,107,-4
Cc1ccc(S(=O)(=O)N2CCN(C)CC2)cc1C(=O)NC1CCCCC1,99,-1,101,109,94,1,97,1
COc1ccccc1NS(=O)(=O)c1cccc(C(=O)NC2CCN(Cc3ccccc3)CC2)c1,106,-11,99,97,103,6,96,2
CC(=O)c1ccc(N2CCN(S(=O)(=O)c3c(C)[nH]c(=O)[nH]c3=O)CC2)cc1,105,-1,102,103,100,-8,101,-2
Cc1ccccc1NC(=O)c1cc2c(C)nc3ccccc3c2o1,92,9,104,110,99,12,100,11
O=S(=O)(c1cnccc1N1CCN(CCO)CC1)N1CCCCC1,98,-2,98,98,105,0,101,1
CC1(NS(=O)(=O)c2ccc(Cl)s2)CCS(=O)(=O)C1 (configuration not stated),96,1,103,104,90,1,96,5
CCCn1c(=S)[nH]c2cc(C(=O)N3CCN(c4ccccc4OC)CC3)ccc2c1=O,102,0,100,102,99,4,103,1
COCCCNCC(O)COc1cccc2[nH]c(C)cc12 (configuration not stated),96,1,89,99,93,1,96,3
O=C(OCc1ccccc1)N1CCCC1/C=C/CN1CCOCC1 (configuration not stated),101,0,107,113,106,-4,102,4
CCCNC(=S)N1CCC(NC(=O)c2ccc(C)cc2)CC1,98,-1,104,102,92,0,103,-4
CC(C)COC(=O)c1cccc2c1-c1ccccc1/C2=N\O,100,-1,97,102,103,-2,100,3
CC(=O)Nc1ccc(Nc2ccc(S(=O)(=O)C(F)(F)F)cc2[N+](=O)[O-])cc1,102,-2,105,129,102,-17,104,-13
CCC(NS(=O)(=O)c1ccc(C)cc1)C(=O)N1CCC2(O)CCCCC2C1 (configuration not stated),?,0,100[may fluoresce red],93[may fluoresce red],?,-2,?,0
O=C1CC(N2CCN(c3ccc(Cl)cc3)CC2)C(=O)N1c1ccccc1 (configuration not stated),91,1,96,94,83,-9,95,2
Cc1c(C(=O)N2CCN(c3ccc(F)cc3)CC2)sc2ncnc(N3CCN(c4ccccn4)CC3)c12,97,2,97,107,102,3,102,-11
COc1cc(CN2CCN(Cc3ccc([N+](=O)[O-])cc3)CC2)c([N+](=O)[O-])cc1OC,104,-2,107,110,102,8,107,9
CO/N=C(\N)c1ccc([N+](=O)[O-])cc1,101,1,106,105,92,6,105,-2

# 3 compounds from above, arranged by heavy-atom count, rising.
SMILES,AGP1-GFP MLPCN,AHR activator,CIT2 TOR yeast,MEP2 TOR yeast,LAP4-GFP MLPCN,procasp3 activ,RPL19A-GFP yeast,proCasp7 act
CO/N=C(\N)c1ccc([N+](=O)[O-])cc1,101,1,106,105,92,6,105,-2
Cc1cc(C)c(NC(=O)c2ccccc2N(C)S(C)(=O)=O)c(C)c1,105,1,101,105,99,10,106,11
CCC(NS(=O)(=O)c1ccc(C)cc1)C(=O)N1CCC2(O)CCCCC2C1 (configuration not stated),?,0,100[may fluoresce red],93[may fluoresce red],?,-2,?,0

# 6 entries already listed, sorted by the number in RPL19A-GFP yeast, smallest number first:
mol | AGP1-GFP MLPCN | AHR activator | CIT2 TOR yeast | MEP2 TOR yeast | LAP4-GFP MLPCN | procasp3 activ | RPL19A-GFP yeast
O=C1CC(N2CCN(c3ccc(Cl)cc3)CC2)C(=O)N1c1ccccc1 (configuration not stated) | 91 | 1 | 96 | 94 | 83 | -9 | 95
COc1ccccc1NS(=O)(=O)c1cccc(C(=O)NC2CCN(Cc3ccccc3)CC2)c1 | 106 | -11 | 99 | 97 | 103 | 6 | 96
CC(C)COC(=O)c1cccc2c1-c1ccccc1/C2=N\O | 100 | -1 | 97 | 102 | 103 | -2 | 100
CC(=O)c1ccc(N2CCN(S(=O)(=O)c3c(C)[nH]c(=O)[nH]c3=O)CC2)cc1 | 105 | -1 | 102 | 103 | 100 | -8 | 101
O=C(OCc1ccccc1)N1CCCC1/C=C/CN1CCOCC1 (configuration not stated) | 101 | 0 | 107 | 113 | 106 | -4 | 102
CCCNC(=S)N1CCC(NC(=O)c2ccc(C)cc2)CC1 | 98 | -1 | 104 | 102 | 92 | 0 | 103
